# Source: PubChem
# KCC2 mod: modulates chloride dependent transport by human KCC2 | Q9H2X9 | KCC2 cells, thallium flux FluoZin-2 fluorescence | B-score of Tl+ flux slope (higher = more flux/activation; lower = inhibition) at 10 µM | 190,000 compounds, 2.2% hits;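 active = thallium flux slope and its plate-corrected score both differing from the plate sample mean at a set confidence after two filtering rounds, in either direction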;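 note: slope of fluorescence scaled to starting intensity during 10 to 20 s after thallium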
# Target sequence (Q9H2X9 whole entry, looked up): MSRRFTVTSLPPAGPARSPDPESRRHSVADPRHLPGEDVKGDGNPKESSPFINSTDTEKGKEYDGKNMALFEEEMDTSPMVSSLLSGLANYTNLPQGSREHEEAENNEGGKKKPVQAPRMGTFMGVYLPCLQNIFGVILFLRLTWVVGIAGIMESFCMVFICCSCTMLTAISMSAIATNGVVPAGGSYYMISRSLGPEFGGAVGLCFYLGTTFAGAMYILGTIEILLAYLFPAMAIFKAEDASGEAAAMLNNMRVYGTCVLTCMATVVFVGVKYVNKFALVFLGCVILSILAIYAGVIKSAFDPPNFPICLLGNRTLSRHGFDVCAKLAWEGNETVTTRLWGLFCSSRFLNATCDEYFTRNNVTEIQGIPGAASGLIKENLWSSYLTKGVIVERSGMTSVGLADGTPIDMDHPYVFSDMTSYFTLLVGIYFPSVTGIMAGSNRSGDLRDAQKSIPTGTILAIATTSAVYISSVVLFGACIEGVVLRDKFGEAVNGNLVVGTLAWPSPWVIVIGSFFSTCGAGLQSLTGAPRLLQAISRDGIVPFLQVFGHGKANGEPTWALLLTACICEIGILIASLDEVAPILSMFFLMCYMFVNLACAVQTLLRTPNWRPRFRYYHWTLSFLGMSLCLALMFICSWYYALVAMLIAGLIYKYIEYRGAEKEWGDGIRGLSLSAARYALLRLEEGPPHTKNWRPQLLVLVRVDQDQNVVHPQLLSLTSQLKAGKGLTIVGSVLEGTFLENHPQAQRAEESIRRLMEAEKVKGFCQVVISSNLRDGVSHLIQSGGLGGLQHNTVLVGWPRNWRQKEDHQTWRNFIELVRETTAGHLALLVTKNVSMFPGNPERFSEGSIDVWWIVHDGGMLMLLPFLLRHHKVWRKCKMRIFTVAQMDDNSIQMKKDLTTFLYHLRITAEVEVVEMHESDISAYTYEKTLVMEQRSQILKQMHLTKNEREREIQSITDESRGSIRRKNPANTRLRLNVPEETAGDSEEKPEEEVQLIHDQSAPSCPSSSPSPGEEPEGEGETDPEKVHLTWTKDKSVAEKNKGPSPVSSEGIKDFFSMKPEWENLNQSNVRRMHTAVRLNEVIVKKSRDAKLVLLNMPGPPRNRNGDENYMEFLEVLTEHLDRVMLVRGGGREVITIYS
# PERK inh: blocks human PERK kinase; 220,000 compounds, 0.17% hits; CHO PERK-DD fusion, SEAP luminescence translation reporter; Q9NZJ5; inhibition, % at 5.6 µM; AID 1416;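 active = inhibition above the mean inhibition of all tested compounds plus 3 SD, set separately per screening campaign, cut at about 2.9% in these data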;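 note: PERK kinase domain activated by AP20187 dimerizer at 100 nM; 0% = DMSO with dimerizer and 100% = rapamycin at 8.4 µM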
# eIF4E 4G PPI: eIF4E/eIF4G interaction inhibition in translation initiation; P63073+Q04637; TR-FRET eIF4E-eIF4GI(517-606) binding, 2 h; inhibition, % at 21.7 µM; 220,000 compounds, 0.37% hits; AID 782;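 active = inhibition above about 30%, limit read from the data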;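 note: 0% = full FRET control wells and 100% = background wells lacking eIF4GI fragment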
# EBV gp42 block: EBV gp42 inhibition | Fluorescence polarization binding assay, mP read-out | inhibition, % (tested at 21.74 µM) | 220,000 compounds, 0.42% hits; in the data active = inhibition above about 50%
# Mdm2 ligase inh: inhibitors of human Mdm2 E3 ubiquitin ligase; Q00987; cell-based MDM2 ubiquitination luciferase reporter, 2 h; 0 = plate control, 100 = twice control, blank-subtracted; signal enhancement, % at 5 µM; 210,000 compounds, 0.11% hits;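 active = signal enhancement of 30% or more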;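 note: luminescence tracks abundance of the self-degrading MDM2-luciferase fusion protein; higher signal means inhibition of MDM2 E3 ligase activity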
#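 Test system: mammalian cells stably expressing self-ubiquitinating, self-degrading MDM2 E3–luciferase fusion; Amount: 2000 cells in each well; Medium: DMEM; Schedule: 4 h settle plus 2 h compound, 37 °C; Technique: SteadyLite luciferase luminescence after 15 min room-temperature reagent incubation; Benchmarks: plate control and blank wells.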
# TNF necrop inh: TNF-alpha cell death inhibition in Jurkat FADD-/- cells; Jurkat FADD-/- TNF necroptosis rescue, ATP luminescence, 24 h; 0 = TNF only, 100 = no-TNF cells; activation (protection from cell death), % at 10 µM; 220,000 compounds, 0.068% hits; AID 463075;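 active = activation, meaning protection from cell death, of at least 50% relative to plate controls; inactive = activation below 50%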;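 note: necroptosis triggered by 40 ng/mL TNF-alpha added together with compound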
# zVAD death inh: blocks zVAD induced death of L929 cells; 220,000 compounds, 0.38% hits; viability rescue, % at 10 µM; L929 zVAD necroptosis rescue, ATP luminescence, 24 h; with zVAD 60 µM;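 active = activation, scaled between plate controls, above about 75%, limit read from the data; inactive = activation under that limit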;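 note: 0% = zVAD with DMSO and 100% = DMSO alone without zVAD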
# m-calpain inh: blocks pig calpain II enzyme activity | purified calpain II, fluorogenic peptide substrate, 30 min | inhibition, % at 16 µM | 220,000 compounds, 0.37% hits | AID 1236;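 active = inhibition above about 50%, limit read from the data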
# Rad51 HR inh: blocks human Rad51 in homologous recombination. hRad51 DNA strand exchange, fluorescence dequenching. inhibition, % at 10 µM. 200,000 compounds, 0.085% hits. AID 1385;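 active = inhibition above 40% at the single screening dose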;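 note: 0% = DMSO control wells and 100% = blanks with heterologous ssDNA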
#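 material = hRad51 filaments on single-stranded DNA | timing = filaments 15 min 37 °C, then compound 30 min | signal = FRET fluorescence dequenching, excitation 485 nm, emission 520 nm | benchmarks = control wells and blank wells on each plate | evaluation = percent inhibition relative to plate controls and blanks | compound = 10 µM final, single point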
# Active calls of the source: *; nt = no result given; [ ] = dose if it differs, or a comment.
# Assay codes: A = KCC2 mod; B = PERK inh; C = eIF4E 4G PPI; D = EBV gp42 block; E = Mdm2 ligase inh; F = TNF necrop inh; G = zVAD death inh; H = m-calpain inh; I = Rad51 HR inh
> COc1cc(NC(=O)COc2ccc(-n3cnnn3)cc2)c(OC)cc1Cl
  A = 0.063; B = -0.9; C = -24; D = -1; E = -9; F = -1.3; G = 0.4; H = -16; I = -7
> Cc1ccc(C)c(OCc2nc3ccccc3[nH]2)c1
  A = 0.12; B = -0.4; C = -1; D = -8; E = -3; F = 1.6; G = 0.7; H = -2; I = 5
> Cc1ccc(NC2c3ncccc3C(=O)N2c2ccccc2C)cc1C (centres undefined)
  A = nt; B = -0.2; C = 91*[fluorescence artefact?]; D = -17; E = -51; F = -1.0; G = 0.2; H = 20; I = 4
> Cc1cccc(-c2nsc(SCC(=O)NCc3ccco3)n2)c1
  A = 0.013; B = -0.8; C = 18; D = -19; E = -13; F = -0.5; G = -0.2; H = 21; I = -5
> OC(COCc1cccs1)CN1CCN(c2cccc(Cl)c2)CC1 (centres undefined)
  A = -0.17; B = -1.0; C = -1; D = 4; E = -5; F = 1.5; G = 0.4; H = -7; I = 4
> Nc1nnc(SCC(=O)OCc2ccccc2)s1
  A = 1.1; B = 1.1; C = -7; D = -17; E = -5; F = -0.2; G = 0.6; H = -15; I = -4
> O=C(Nc1ccc2c(c1)OCO2)N1CCN(c2ccc(F)cc2)CC1
  A = -1.5; B = 0.3; C = 0; D = -14; E = -14; F = -2.0; G = 0.9; H = -5; I = nt
> O=S(=O)(NCC1CCCO1)c1ccc(Cl)c(C(F)(F)F)c1 (centres undefined)
  A = 0.78; B = -0.5; C = 3; D = -6; E = -11; F = -1.3; G = 1.0; H = -17; I = -4
> COc1ccc(N(C)S(=O)(=O)c2cccc(C(=O)NCC3CCCCC3)c2)cc1
  A = -1.6; B = -0.4; C = -5; D = -4; E = -4; F = 2.2; G = -0.5; H = 55*; I = -8
> NC(=O)CSc1nnc(-c2ccoc2)o1
  A = -0.81; B = 0.4; C = 5[fluorescence artefact?]; D = 2; E = 5; F = 0.6; G = 0.0; H = -20; I = -5
> Cc1ccc(C)c(OCc2n[nH]c(=S)o2)c1
  A = -0.53; B = 0.0; C = -8; D = -13; E = nt; F = -0.1; G = 0.7; H = -12; I = -1
> COC(=O)c1cccc(Oc2cccc(C(F)(F)F)c2)n1
  A = 0; B = -0.1; C = 3; D = 1; E = 1; F = -0.9; G = 0.3; H = -23; I = 9
> CCOC(=O)C1(Cc2ccccc2C)CCCN(S(=O)(=O)c2cccnc2)C1 (centres undefined)
  A = -0.72; B = -1.1; C = 0; D = 4; E = -13; F = 0.7; G = 0.7; H = 3; I = nt
> COc1ccc(NC(=O)CSc2ncnc3c2sc2ccccc23)c(OC)c1
  A = -0.15; B = 0.6; C = 2[fluorescence artefact?]; D = 0; E = -14; F = 1.8; G = 1.0; H = -18; I = 20
> COC(=O)C1(C)CN(S(=O)(=O)c2ccc(C)cc2)c2cc(OC)ccc2C1=O (centres undefined)
  A = -1.3; B = -0.1; C = 24; D = -10; E = 5; F = 3.1; G = -0.1; H = -96; I = 8
> Cc1cc(C(C)(C)C)c(O)c(C(C)(C)C)c1
  A = 0.35; B = 1.3; C = -1; D = -17; E = -14; F = 0.7; G = 0.7; H = -29; I = 20
> CCOc1ccc(NC(=S)Nc2ccc(Br)cc2Cl)cc1
  A = 0.99; B = 2.4; C = -1; D = -7; E = -13; F = -0.5; G = 0.4; H = -9; I = 21
> Cc1cc(C(=O)CSc2ncn[nH]2)c(C)n1-c1cccc(S(=O)(=O)N2CCOCC2)c1
  A = -0.083; B = 0.2; C = 0; D = -11; E = -7; F = 0.2; G = 0.5; H = -5; I = -9
> O=C(Nc1ncc(Cl)cn1)c1cccs1
  A = -0.81; B = 1.8; C = 5[fluorescence artefact?]; D = -15; E = -4; F = -0.1; G = 0.4; H = -8; I = 7
> Nc1ccc(C(=O)N/N=C\C=C\c2cccc([N+](=O)[O-])c2)cc1
  A = 0.22; B = 0.2; C = 0; D = -1; E = -8; F = -0.4; G = -1.0; H = 39; I = 8
> COc1ccc(S(=O)(=O)N2CCN(C(=O)NC3CCCCC3)CC2)cc1
  A = 1.2; B = -0.7; C = -1; D = 8; E = -1; F = 1.8; G = -0.3; H = 13; I = nt
> COc1ccc(CNC2=CC(=O)CC(C)(C)C2)cc1
  A = 1.3; B = 0.3; C = -2; D = 7; E = -14; F = 0.3; G = 0.1; H = 31; I = 1
> CC(=O)NC1=NN(C(C)=O)C2(S1)C(=O)N(CC(C)C)c1ccc(C)cc12 (centres undefined)
  A = 0.49; B = -1.3; C = 2; D = -10; E = -8; F = -0.7; G = 0.1; H = -16; I = 14
> C#CCn1c(O)c(N=NC(=O)C(O)c2ccccc2)c2ccccc21 (centres undefined)
  A = 0.37; B = -0.1; C = 1; D = -8; E = -7; F = 0.9; G = 0.8; H = -17; I = nt
> Cc1cccc(C)c1-n1c(C)cc(/C=N/NC(=O)CSc2ncccn2)c1C
  A = 0.34; B = 0.4; C = -3; D = 12; E = -7; F = 2.4; G = -0.2; H = 8; I = nt

# 3 compounds picked at random from those above, as already listed:
# Assay codes: A = KCC2 mod; B = PERK inh; C = eIF4E 4G PPI; D = EBV gp42 block; E = Mdm2 ligase inh; F = TNF necrop inh; G = zVAD death inh; H = m-calpain inh; I = Rad51 HR inh
> O=C(Nc1ncc(Cl)cn1)c1cccs1
  A = -0.81; B = 1.8; C = 5[fluorescence artefact?]; D = -15; E = -4; F = -0.1; G = 0.4; H = -8; I = 7
> Cc1cc(C(=O)CSc2ncn[nH]2)c(C)n1-c1cccc(S(=O)(=O)N2CCOCC2)c1
  A = -0.083; B = 0.2; C = 0; D = -11; E = -7; F = 0.2; G = 0.5; H = -5; I = -9
> CCOC(=O)C1(Cc2ccccc2C)CCCN(S(=O)(=O)c2cccnc2)C1 (centres undefined)
  A = -0.72; B = -1.1; C = 0; D = 4; E = -13; F = 0.7; G = 0.7; H = 3; I = nt

# Continuation.
# Results follow in this order: KCC2 mod	PERK inh	eIF4E 4G PPI	EBV gp42 block	Mdm2 ligase inh	TNF necrop inh	zVAD death inh	m-calpain inh	Rad51 HR inh
O=C(NNC(=O)c1cccs1)c1ccccc1
 : 0.51	-0.6	1	-8	-7	0.7	-0.7	-13	6
Cc1ccc(S(=O)(=O)N(CC(=O)NCCSCc2ccco2)c2ccc(F)cc2)cc1
 : -4.3*	3.2*	0	-18	-20	0.0	-0.3	38	nt
O=C(Nc1c(C(=O)O)[nH]c2ccc(F)cc12)c1cccc(C(F)(F)F)c1
 : -0.076	0.9	-2	1	-4	0.7	1.2	-310	nt
Cc1cccc(OCc2nnc(SCC(=O)N3CC(=O)Nc4ccccc43)o2)c1
 : nt	-0.2	-2	-7	-3	0.9	0.5	-9	nt
O=C(O)CC(C(=O)N(c1ccccc1)c1ccccc1)N1CCOCC1 (centres undefined)
 : -0.037	0.3	-3[fluorescence artefact?]	-22	-6	0.6	0.5	-25	1
Cc1nnc(SCCC(=O)Nc2ccc(F)cc2)s1
 : 1	-0.2	2	-2	14	1.1	-0.8	24	-7
Cn1cc(CN2CCN(Cc3ccccc3)CC2)c(-c2cccc(Cl)c2)n1
 : -0.037	0.5	-1	-1	-3	1.4	0.4	-14	nt
CC(=O)Nc1ccc(NC(=O)CSc2nnnn2-c2ccc3c(c2)OCCO3)cc1
 : 0.3	-0.1	-4	2	-5	-0.3	5.8	4	7
Oc1c(C(c2cccs2)N2CCN(c3ccccc3)CC2)sc2ncnn12 (centres undefined)
 : 0.053	0.8	-1	-10	-5	0.3	1.3	0	-2
O=C(CO/N=C/c1ccccc1)Nc1c(F)c(F)c(F)c(F)c1F
 : -0.75	0.8	-2	-18	1	1.4	1.5	12	8
O=C(Nc1ccccc1Cl)c1ccc(-c2ccccn2)s1
 : -3.6	0.4	-1	-4	-13	4.4	1.0	18	-3
O=C(N/N=C/c1ccco1)c1ccccc1OCc1ccc(Br)cc1
 : -0.037	-0.3	-10	9	-4	-0.1	0.1	26	-9
CCCCNC(=O)Cc1c(OC)ccc2cc(Br)ccc12
 : 0.84	0.8	-2[fluorescence artefact?]	-2	-1	2.1	0.0	-6	nt
CC(C)(O)c1cn(-c2nonc2N)nn1
 : nt	0.7	0	-17	-15	0.1	1.9	13	6
C=CCN(c1ccc(Cl)cc1)S(=O)(=O)c1cccc(C(=O)O)c1
 : 0.37	1.1	8	-20	-4	0.2	3.4	-4	-11
CC(C)(C)n1nnnc1C(c1cccnc1)N1CCN(c2ccccc2F)CC1 (centres undefined)
 : -0.12	0.6	5	0	nt	1.7	nt	23	-3
Cc1cccc2nc(CSc3nc4ccc([N+](=O)[O-])cc4[nH]3)cn12
 : -0.26	0.3	2	-18	-6	1.3	2.1	-60	1
O=C(O)CC1(CC(=O)Nc2cc(F)ccc2Cl)CCCCC1
 : 1	1.7	-3	5	-8	0.1	0.7	-9	3
O=C(CCNc1n[nH]c(=O)[nH]c1=O)N/N=C/c1ccccc1Br
 : 0.89	1.4	-3	-6	-9	-0.1	2.9	9	3
CCOC(=O)c1c(-c2ccc(F)cc2)csc1NC(=O)C1CCCO1 (centres undefined)
 : -0.67	-0.1	0	-20	-3	-0.1	2.4	5	nt

# Ordered by value in Mdm2 ligase inh (ascending): 3 of the compounds above.
mol	Mdm2 ligase inh
O=C(O)CC1(CC(=O)Nc2cc(F)ccc2Cl)CCCCC1	-8
Cc1cccc2nc(CSc3nc4ccc([N+](=O)[O-])cc4[nH]3)cn12	-6
CCOC(=O)c1c(-c2ccc(F)cc2)csc1NC(=O)C1CCCO1 (centres undefined)	-3

# More records follow:
# Results follow in this order: KCC2 mod	PERK inh	eIF4E 4G PPI	EBV gp42 block	Mdm2 ligase inh	TNF necrop inh	zVAD death inh	m-calpain inh	Rad51 HR inh
CCOC(=O)c1c(N)c(C#N)nn1-c1ccccc1C(=O)OC
 : 1	-1.1	-9	-16	-11	-1.1	0.1	-25	5
COC(=O)[C@@]1(Cc2ccc(F)cc2)[C@H]2c3cc(C(=O)N(C)C)n(CCc4ccccn4)c3C[C@H]2CN1C(=O)c1ccccc1
 : 0.92	-0.7	-3	-10	nt	-2.3	-0.5	-56	6
CCN(CC)S(=O)(=O)c1ccc(NC(=O)c2ccc(NS(C)(=O)=O)cc2)cc1
 : 0.14	0.6	1	1	-6	1.1	0.4	4	6
CCc1ccc(NC(=O)CSc2nc3ccccc3c(=O)n2CCN2CCOCC2)cc1
 : -0.99	0.3	6	-8	-4	0.6	-0.2	-116	0
C/C(=N\NC(=O)c1ccc(Cl)cc1)c1cccc(NC(=O)C(C)C)c1
 : 0.56	0.5	4	-18	-1	-0.9	0.3	-13	-7
Cc1nc(NC(C)c2ccccc2)sc1C(=O)Nc1ccccc1 (centres undefined)
 : 0.6	-0.8	1	7	-52	6.6	40	0	-1
O=C1N(CN2CCC3(CC2)OCCO3)c2ccccc2C12OCCCO2
 : -0.11	0.2	5[fluorescence artefact?]	-26	-11	-2.8	-0.1	-14	nt
C#CCOCCOCCOCCNc1nc(N2CCOCC2)nc(N2CCN(C(=O)[C@H](Cc3cc4ccccc4[nH]3)n3cc([C@@H](N)CC(C)C)nn3)CC2)n1
 : -0.019	0.4	0	-8	nt	3.4	0.7	-23	1
